High-throughput results: PubChem, several laboratories
PKA-R1A activ – activates the PKA-R1A holoenzyme complex; PKA-R1A dissociation, Cy5-IP20 fluorescence polarization; scaled: DMSO 0%, 113 µM cGMP 100%; activation, % at 11.4 µM; 340,000 tested, 0.083% active; AID 504707;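 active = percent activation above the mean of all tested compounds plus 3 SD, cut at about 19% in these data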;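 also: higher means more PKAc released from R1A so a rise in polarization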
dFosB activator – mouse delta FosB homodimer activation; AID 493131; purified delta FosB, TAMRA-CDK5 oligo fluorescence polarization; percent of positive-control signal above neutral wells; P13346; activation, % at 25 µM; 340,000 tested, 0.99% active;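 active = mean activation above about 17%, with every replicate also reaching it, limit read from the data, passing the limit was not always enough; inconclusive = only one of the two conditions met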;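 also: fluorescence polarization rise as delta FosB binds a TAMRA Cdk5 AP-1 oligo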
SR-BI uptake up – enhances SR-BI lipid uptake from DiI-HDL | CHO ldlA[mSR-BI] cells, DiI-HDL uptake fluorescence, 3 h; 100 = double the neutral-control signal | activation, % at 12.5 µM | 320,000 tested, 0.096% active | AID 504775;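 active = mean replicate activation of at least 60% and every replicate at or above 60%; inconclusive = mean or all-replicate condition met, but not both; inactive = mean below 60% and not all replicates reaching 60%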;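 also: 0% = median plate neutral-control signal and 100% = twice that signal; values of inactives mirror those of a sister screen read the other way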
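Test system: SR-BI-overexpressing, LDLR-lacking CHO cells. Measured by: DiI fluorescence, bottom read. Medium: Ham's F12 with 0.5% BSA, HEPES 25 mM, pH 7.4. Timing: 3 h uptake period with compound, 37 °C.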
Arrestin-AP2 inh – blocks beta-arrestin peptide binding to AP2 adaptin. FITC-arrestin peptide / GST-AP2 beads, flow cytometry; AP2 beta2 appendage carries R879A mutation. inhibition, % at 10 µM. 340,000 tested, 0.31% active. AID 504490;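 active = inhibition above a set limit, near 3 SD of compounds lacking own fluorescence, cut at about 54% in these data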;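 also: plate controls were DMSO wells for no effect and 5 µM unlabelled arrestin peptide for full effect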
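Material – AP2 appendage R879A on GSH beads · Buffer or medium – PBS with 0.05% Tween 20 and 0.1% BSA · Probe or stimulus – fluorescein-tagged arrestin peptide at 50 nM final · Incubation – compound with beads 12 min RT, then probe 1 h RT · Detection – high-throughput flow cytometry of beads, ex 488, em 535 nm · Evaluation – percent response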
SUMO Mot1 rescue – blocks SUMOylation pathway, rescuing yeast Mot1-301 growth. S. cerevisiae Mot1-301 growth rescue, ATP luminescence, 38.5C; percent above DMSO median, 100 means doubled. growth rescue, % at 18.8 µM. 320,000 tested, 1% active. AID 2716;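 active = every valid replicate shows activation above 250% relative to neutral control wells; inactive = the rest, any valid replicate at or below 250%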;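 also: OY570 slx delta 5 strain wells were the positive control but not used for scaling; some compounds called inactive have numbers as strong as hits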
SR-BI HDL uptake – inhibitors of mouse SR-BI mediated HDL lipid uptake; Q61009; ldlA[mSR-BI] CHO cells, DiI-HDL uptake fluorescence, 3 h; inhibition, % at 12.5 µM; 320,000 tested, 0.96% active; AID 488896;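 active = mean replicate inhibition of at least 70% and a set share of replicates each scoring 70 or more; inconclusive = meets just one of the two criteria; inactive = fails both criteria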;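 also: 0% = median of neutral control wells and 100% = median of positive control wells; values of inactives mirror those of a sister screen read the other way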
Target sequence (Q61009 whole entry, looked up): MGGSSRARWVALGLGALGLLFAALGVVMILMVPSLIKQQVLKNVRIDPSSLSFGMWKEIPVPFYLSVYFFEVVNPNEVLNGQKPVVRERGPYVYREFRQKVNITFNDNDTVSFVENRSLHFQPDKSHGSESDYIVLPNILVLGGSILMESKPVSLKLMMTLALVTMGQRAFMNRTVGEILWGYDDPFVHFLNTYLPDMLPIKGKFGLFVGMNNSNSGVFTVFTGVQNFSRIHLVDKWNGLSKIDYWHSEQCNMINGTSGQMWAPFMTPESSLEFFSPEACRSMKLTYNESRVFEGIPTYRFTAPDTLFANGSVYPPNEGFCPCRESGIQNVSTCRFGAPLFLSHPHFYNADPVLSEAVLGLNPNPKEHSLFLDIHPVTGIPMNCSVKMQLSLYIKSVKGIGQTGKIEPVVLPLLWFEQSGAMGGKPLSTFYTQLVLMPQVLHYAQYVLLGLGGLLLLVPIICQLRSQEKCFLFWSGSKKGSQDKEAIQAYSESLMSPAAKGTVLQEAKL
Pemphigus Ab inh – human desmoglein-3 autoantibody binding inhibition; binding (percent of control), % at 10 µM; 310,000 tested, 0.48% active; AID 588358; P32926; DSG3-coupled beads, scFv-anti-DSG3-GFP binding, flow cytometry; stronger effect = lower value;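 active = binding more than 3 SD below its plate's average and above zero; inconclusive = below that plate limit but binding exactly zero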;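 also: hits lower antibody fragment binding to DSG3; some compounds called inactive have numbers as strong as hits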
CDK5 inh – CDK5/p35 (human) kinase inhibition; Q00535+Q15078; Recombinant CDK5/p35, ADP-Glo luminescence, 60 min; inhibition, % at 10 µM; 330,000 tested, 0.01% active;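 active = highest replicate inhibition of at least 50% and at least 75% of replicates reaching 50%; inconclusive = only one of the two criteria met; inactive = both criteria failed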;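 also: plate controls were DMSO neutral control for no effect and GW8510 at 10 µM for full effect; many of its hits are not listed in these tables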
MITF TRPM1 HTS – MITF TRPM1 promoter activation in melanoma cells. SK-MEL-5 TRPM1-promoter luciferase, 24 h; % of positive control, neutral wells = 0. 300,000 tested, 0.75% active. activation, % at 12.5 µM. AID 588334;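 active = mean activation of at least 80% with every replicate also reaching 80%; inconclusive = mean reaches 80% but some replicate falls short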;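 also: 0% = neutral control wells and 100% = parthenolide positive control wells; values of inactives mirror those of a sister screen read the other way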
NSD2 HMT inh – inhibitors of human histone methyltransferase NSD2. 310,000 tested, 0.54% active. O96028. inhibition, % at 12.5 µM. NSD2 peptide methylation, AlphaScreen, 120 min. AID 743445; in the data active = inhibition above about 50%
PKA-R2B act – activators of human PKA-R2B complex. PKA-R2B holoenzyme dissociation, Cy5-IP20 fluorescence polarization; R2B truncated from residue 108, S112A mutant; 0% DMSO only, 100% 113 µM cGMP. activation, % at 11.4 µM. 340,000 tested, 0.079% active;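 active = activation above a cutoff set at the mean over all compounds plus 3 SD, cut at about 18% in these data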;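 also: higher means more holoenzyme dissociation and a rise in polarization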
Target sequence (P31323 whole entry, looked up, other chains not shown, the tested form may be a part): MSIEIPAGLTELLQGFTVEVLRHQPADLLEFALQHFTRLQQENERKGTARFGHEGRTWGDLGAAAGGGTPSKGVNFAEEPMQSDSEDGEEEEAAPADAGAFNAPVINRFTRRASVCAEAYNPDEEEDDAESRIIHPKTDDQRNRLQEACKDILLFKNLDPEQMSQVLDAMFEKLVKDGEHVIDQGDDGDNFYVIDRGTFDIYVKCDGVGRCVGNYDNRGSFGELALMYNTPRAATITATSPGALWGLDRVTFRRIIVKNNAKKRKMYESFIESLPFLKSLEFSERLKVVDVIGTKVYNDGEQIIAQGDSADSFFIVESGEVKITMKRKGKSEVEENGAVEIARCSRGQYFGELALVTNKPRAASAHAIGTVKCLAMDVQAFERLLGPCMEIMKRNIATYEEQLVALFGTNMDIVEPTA
Starred values were filed as active, the others as inactive.

How did CC(C)c1onc(C(=O)N2CCCCCC2)c1[N+](=O)[O-] do in these assays?
PKA-R1A activ: -4; dFosB activator: -1; SR-BI uptake up: 0; Arrestin-AP2 inh: 2; SUMO Mot1 rescue: -13; SR-BI HDL uptake: 0; Pemphigus Ab inh: 86; CDK5 inh: 1.1; MITF TRPM1 HTS: -5; NSD2 HMT inh: -2; PKA-R2B act: -12

How did CCn1c(SCc2ccccc2)nnc1-c1cccnc1 do in these assays?
PKA-R1A activ: 2; dFosB activator: 3; SR-BI uptake up: 0; Arrestin-AP2 inh: -3; SUMO Mot1 rescue: 0; SR-BI HDL uptake: 0; Pemphigus Ab inh: 87; CDK5 inh: 0.0; MITF TRPM1 HTS: -3; NSD2 HMT inh: 0; PKA-R2B act: -6

What do the screens show for `CC(C)C(=O)Nc1ccc(N2CCCC2)cc1`?
PKA-R1A activ: 4; dFosB activator: -12; SR-BI uptake up: 21; Arrestin-AP2 inh: 16; SUMO Mot1 rescue: -6; SR-BI HDL uptake: -21; Pemphigus Ab inh: 100; CDK5 inh: 2.0; MITF TRPM1 HTS: 17; NSD2 HMT inh: 4; PKA-R2B act: 11

How did CCC1(c2ccccc2)C(=O)N(C(=O)OC(C)(C)C)N1C(=O)OC(C)(C)C (configuration not stated) do in these assays?
PKA-R1A activ: 1; dFosB activator: -9; SR-BI uptake up: 6; Arrestin-AP2 inh: 18; SUMO Mot1 rescue: 53; SR-BI HDL uptake: -6; Pemphigus Ab inh: 102; CDK5 inh: -1.0; MITF TRPM1 HTS: -14; PKA-R2B act: 3

Results for CCCCCSc1nnc(-c2ccccc2NC(C)=O)c(=O)[nH]1 ?
PKA-R1A activ: 2; dFosB activator: 3; SR-BI uptake up: 13; Arrestin-AP2 inh: -5; SUMO Mot1 rescue: 159; SR-BI HDL uptake: -13; Pemphigus Ab inh: 104; CDK5 inh: -0.5; MITF TRPM1 HTS: -6; NSD2 HMT inh: -9; PKA-R2B act: -8

What do the screens show for `COc1ccc(NC(=S)N2CCCCC2c2cccnc2)cc1` (configuration not stated)?
PKA-R1A activ: -8; dFosB activator: -8; Arrestin-AP2 inh: 23; SUMO Mot1 rescue: 24; Pemphigus Ab inh: 96; CDK5 inh: -0.3; MITF TRPM1 HTS: -4; NSD2 HMT inh: 0; PKA-R2B act: 2

What do the screens show for `CCc1ccccc1OCC(=O)Nc1ccc(S(N)(=O)=O)cc1`?
PKA-R1A activ: -10; dFosB activator: -5; Arrestin-AP2 inh: 8; SUMO Mot1 rescue: 5; CDK5 inh: -1.9; NSD2 HMT inh: -6; PKA-R2B act: 3

Results for O=C(Nc1ccncc1)Nc1ccc(Br)cc1Cl ?
PKA-R1A activ: -2; dFosB activator: 9; SR-BI uptake up: 8; Arrestin-AP2 inh: -14; SUMO Mot1 rescue: 21; SR-BI HDL uptake: -8; Pemphigus Ab inh: 103; CDK5 inh: 2.0; MITF TRPM1 HTS: 20; NSD2 HMT inh: -4; PKA-R2B act: -7

What do the screens show for `CC1CCN(C(=O)CCc2nnc3ccc(N4CCC5(CC4)OCCO5)nn23)CC1`?
PKA-R1A activ: -5; dFosB activator: 1; SR-BI uptake up: 3; Arrestin-AP2 inh: 0; SUMO Mot1 rescue: 1; SR-BI HDL uptake: -3; CDK5 inh: -0.9; MITF TRPM1 HTS: -2; NSD2 HMT inh: -3; PKA-R2B act: -4

How did CC(NC(=S)Nc1ccccc1Cl)C(c1ccccc1)N1CCOCC1 (configuration not stated) do in these assays?
PKA-R1A activ: 2; dFosB activator: -14; SR-BI uptake up: -14; Arrestin-AP2 inh: 0; SUMO Mot1 rescue: -14; SR-BI HDL uptake: 14; Pemphigus Ab inh: 98; CDK5 inh: 0.0; MITF TRPM1 HTS: -3; NSD2 HMT inh: 2; PKA-R2B act: 0

How did Cc1cc(C)cc(OCc2nnc(SCC(=O)c3ccc(Br)cc3)o2)c1 do in these assays?
PKA-R1A activ: 3; dFosB activator: -8; SR-BI uptake up: -18; Arrestin-AP2 inh: -5; SUMO Mot1 rescue: 27; SR-BI HDL uptake: 18; Pemphigus Ab inh: 107; CDK5 inh: 0.0; NSD2 HMT inh: 0; PKA-R2B act: -2

Results for CCOc1ccc(-c2nc(CSc3nncs3)cs2)cc1OC ?
PKA-R1A activ: 5; dFosB activator: -2; SR-BI uptake up: -40; Arrestin-AP2 inh: -6; SUMO Mot1 rescue: 3; SR-BI HDL uptake: 40; Pemphigus Ab inh: 97; CDK5 inh: 1.0; MITF TRPM1 HTS: 42; NSD2 HMT inh: 1; PKA-R2B act: 9

How did O=C(c1ccc(S(=O)(=O)N2CCOCC2)cc1)N1CCOCC1 do in these assays?
PKA-R1A activ: -3; dFosB activator: -1; SR-BI uptake up: -24; Arrestin-AP2 inh: 39; SUMO Mot1 rescue: 1; SR-BI HDL uptake: 24; Pemphigus Ab inh: 104; CDK5 inh: 0.3; MITF TRPM1 HTS: 8; NSD2 HMT inh: 5; PKA-R2B act: 11

What do the screens show for `Cc1cc(C)nc(-n2nc(C)cc2NC(=O)c2ccc(F)cc2F)n1`?
PKA-R1A activ: -6; dFosB activator: -49; SR-BI uptake up: inconclusive; Arrestin-AP2 inh: -1; SUMO Mot1 rescue: 15; SR-BI HDL uptake: -148; Pemphigus Ab inh: 98; CDK5 inh: -0.1; MITF TRPM1 HTS: 9; NSD2 HMT inh: 1; PKA-R2B act: -1

How did OC(CCCCN1CCCCC1)c1ccccc1 (configuration not stated) do in these assays?
PKA-R1A activ: -13; dFosB activator: -1; SR-BI uptake up: -17; Arrestin-AP2 inh: -7; SUMO Mot1 rescue: 12; SR-BI HDL uptake: 17; Pemphigus Ab inh: 103; CDK5 inh: 0.0; MITF TRPM1 HTS: 10; NSD2 HMT inh: -1; PKA-R2B act: -2

What do the screens show for `CC(=O)c1c(OC(=O)c2cccc(Cl)c2)c2ccccc2n1C`?
PKA-R1A activ: -2; dFosB activator: -2; SR-BI uptake up: -12; Arrestin-AP2 inh: 1; SUMO Mot1 rescue: 136; SR-BI HDL uptake: 12; Pemphigus Ab inh: 105; CDK5 inh: -2.1; MITF TRPM1 HTS: -12; NSD2 HMT inh: -1; PKA-R2B act: -12

What do the screens show for `Cc1csc(Sc2ccc(S(=O)(=O)N3CCCC3)cn2)n1`?
PKA-R1A activ: -3; dFosB activator: 3; SR-BI uptake up: -7; Arrestin-AP2 inh: -8; SUMO Mot1 rescue: -4; SR-BI HDL uptake: 7; Pemphigus Ab inh: 98; CDK5 inh: 1.8; MITF TRPM1 HTS: -2; NSD2 HMT inh: -2; PKA-R2B act: 4

Results for O=C(C1CCCN1S(=O)(=O)c1cccc2cccnc12)N1CCc2ccccc2C1 (configuration not stated) ?
PKA-R1A activ: 3; dFosB activator: -6; SR-BI uptake up: 1; Arrestin-AP2 inh: -1; SUMO Mot1 rescue: 315; SR-BI HDL uptake: -1; Pemphigus Ab inh: 110; CDK5 inh: -4.7; MITF TRPM1 HTS: -11; PKA-R2B act: -11

Results for Cc1ccc(C(=O)Nc2ccc3c(c2)C(=O)N(C)C3=O)c(C)c1 ?
PKA-R1A activ: -7; dFosB activator: -4; SR-BI uptake up: -21; Arrestin-AP2 inh: -3; SUMO Mot1 rescue: 13; SR-BI HDL uptake: 21; Pemphigus Ab inh: 105; CDK5 inh: -3.0; MITF TRPM1 HTS: 30; PKA-R2B act: 2

How did OC(COc1ccc(CN2CCSCC2)cc1)CN1CCCCC1 (configuration not stated) do in these assays?
PKA-R1A activ: 5; dFosB activator: -2; Arrestin-AP2 inh: 8; SUMO Mot1 rescue: 9; Pemphigus Ab inh: 103; CDK5 inh: -0.1; MITF TRPM1 HTS: -2; NSD2 HMT inh: 22; PKA-R2B act: 2

What do the screens show for `CCOc1cc(S(=O)(=O)N(Cc2ccccc2)Cc2ccccc2)c(OCC)cc1-n1cnnn1`?
PKA-R1A activ: -1; dFosB activator: -6; SR-BI uptake up: -4; Arrestin-AP2 inh: -5; SR-BI HDL uptake: 4; Pemphigus Ab inh: 101; CDK5 inh: -1.2; MITF TRPM1 HTS: -4; NSD2 HMT inh: -4; PKA-R2B act: 3

Results for COC(=O)CC1Oc2ccc(C)cc2NC1=O (configuration not stated) ?
PKA-R1A activ: 5; dFosB activator: 11; SR-BI uptake up: 5; Arrestin-AP2 inh: 2; SUMO Mot1 rescue: -17; SR-BI HDL uptake: -5; Pemphigus Ab inh: 112; CDK5 inh: -0.4; MITF TRPM1 HTS: 0; PKA-R2B act: -4

How did COC(=O)c1ccc(CS(=O)(=O)c2ccc(C)cc2)o1 do in these assays?
PKA-R1A activ: -11; dFosB activator: -7; SR-BI uptake up: 36; Arrestin-AP2 inh: -1; SUMO Mot1 rescue: -8; SR-BI HDL uptake: -36; Pemphigus Ab inh: 95; CDK5 inh: -1.3; MITF TRPM1 HTS: 1; NSD2 HMT inh: 11; PKA-R2B act: -13

What do the screens show for `O=c1cc(-c2ccc([N+](=O)[O-])cc2)c2ccc(O)cc2o1`?
PKA-R1A activ: -4; dFosB activator: 4; SR-BI uptake up: -1; Arrestin-AP2 inh: 7; SUMO Mot1 rescue: -7; SR-BI HDL uptake: 1; Pemphigus Ab inh: 95; CDK5 inh: -0.6; MITF TRPM1 HTS: 11; NSD2 HMT inh: 0; PKA-R2B act: 1

How did CCOc1ccccc1NC(=O)CSc1nnc(Cn2c(=O)sc3ccccc32)n1C do in these assays?
PKA-R1A activ: 9; dFosB activator: -3; SR-BI uptake up: -13; Arrestin-AP2 inh: -6; SUMO Mot1 rescue: -5; SR-BI HDL uptake: 13; Pemphigus Ab inh: 111; CDK5 inh: 0.4; MITF TRPM1 HTS: -13; PKA-R2B act: 5

Results for Cc1ccc(-c2cc(C(=O)OCC(=O)Nc3ncc(C(F)(F)F)cc3Cl)c3ccccc3n2)cc1 ?
PKA-R1A activ: -3; dFosB activator: -1; SR-BI uptake up: -16; Arrestin-AP2 inh: 5; SUMO Mot1 rescue: 130; SR-BI HDL uptake: 16; CDK5 inh: 1.2; MITF TRPM1 HTS: 15; NSD2 HMT inh: -4; PKA-R2B act: -6

How did O=C(O)CSCc1cn2cc(Cl)ccc2n1 do in these assays?
PKA-R1A activ: -1; dFosB activator: -1; SR-BI uptake up: 50; Arrestin-AP2 inh: 0; SUMO Mot1 rescue: 359; SR-BI HDL uptake: -50; Pemphigus Ab inh: 95; CDK5 inh: -0.2; MITF TRPM1 HTS: -10; NSD2 HMT inh: -1; PKA-R2B act: 7
